Source: PubChem BioAssay
AGP1 TOR yeast: modulators of TOR pathway AGP1-GFP in S. cerevisiae; S. cerevisiae AGP1-GFP multiplex flow cytometry, 3 h; GFP as percent of DMSO wells; GFP response vs DMSO, % at 10 µM; actives 0.02% (n = 320,000); AID 2066;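 active = GFP response relative to DMSO above a set limit, near screen average plus 3 SD, cut at about 150% in these data; inconclusive = fewer than 70 cells counted for the yeast strain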;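 note: median GFP channel fluorescence of the gated AGP1 strain per well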
CIT2 TOR yeast: modulators of TOR pathway CIT2-GFP in S. cerevisiae; S. cerevisiae CIT2-GFP strain, flow cytometry, 3 h; 100 means same as DMSO wells; GFP response vs DMSO, % at 10 µM; actives 0.065% (n = 320,000);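 active = GFP response relative to DMSO above a set limit, near the screen mean plus 3 SD, cut at about 150% in these data; inconclusive = Fewer than 70 cells measured for a yeast strain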;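 note: ratio of well median GFP fluorescence to mean of DMSO wells on the plate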
Fam108B inh: blocks mouse Fam108B hydrolase in RBBP9 counter-screen; recombinant Fam108B, FP-Rh probe fluorescence polarization; inhibition, % at 9.51 µM; actives 0.33% (n = 300,000); AID 1947;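 active = inhibition above the screen mean inhibition plus 3 SD, computed separately per campaign, cut at about 18% in these data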;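 note: inhibitors lower polarization as less probe binds the enzyme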
GRK2 inh: human GRK2 inhibition via aptamer displacement; bead flow cytometry, FAM-aptamer displacement from GRK2; P25098; AID 488847; inhibition of aptamer binding, % at 10 µM; actives 0.59% (n = 330,000);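 active = inhibition of aptamer binding above 40%, roughly 3 SD of noise, on plates passing a quality check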;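 note: median bead fluorescence of bound FAM aptamer so fluorescent compounds give negative values; no value below 0 was filed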
MEX-5 binding: C. elegans MEX-5 TCR-2 RNA binding activity. actives 0.38% (n = 300,000). Q9XUB2. MEX-5/FITC-TCR2 RNA binding, fluorescence polarization; hits give low values. AID 1832. activity score (negative = inhibition of binding), % at 10 µM;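 active = inhibition past about -25% in most replicates, and total fluorescence under double the plate's negative control median, limit read from the data; inconclusive = replicates evenly split on the limit, or fluorescence at least double controls; inactive = too little inhibition in most replicates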;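 note: 0% = DMSO and -100% = 5 µM competing unlabeled TCR2 RNA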
Target sequence (Q9XUB2 whole entry, looked up): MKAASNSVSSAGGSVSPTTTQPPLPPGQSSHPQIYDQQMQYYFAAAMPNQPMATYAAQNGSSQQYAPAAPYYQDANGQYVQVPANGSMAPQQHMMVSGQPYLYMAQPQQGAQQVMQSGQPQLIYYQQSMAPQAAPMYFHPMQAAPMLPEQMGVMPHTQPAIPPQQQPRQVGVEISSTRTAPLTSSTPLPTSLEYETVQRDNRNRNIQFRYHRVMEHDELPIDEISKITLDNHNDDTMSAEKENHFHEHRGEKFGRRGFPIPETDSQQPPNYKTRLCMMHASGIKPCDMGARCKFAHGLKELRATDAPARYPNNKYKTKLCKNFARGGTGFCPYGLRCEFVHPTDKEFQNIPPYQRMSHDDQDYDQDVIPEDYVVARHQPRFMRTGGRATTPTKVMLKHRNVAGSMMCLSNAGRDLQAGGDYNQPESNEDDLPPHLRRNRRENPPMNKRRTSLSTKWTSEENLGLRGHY
VLA-4 inh: inhibition in a human VLA-4 binding assay; actives 0.2% (n = 330,000); VLA-4 expressing cells, ligand binding flow cytometry; AID 2557; inhibition, % (about 7 µM as worked out from the volumes in the protocol); P13612; in the data active = inhibition above about 50%
BCLXL inh: blocks human Bcl-xL binding to Bim BH3 peptide | Q07817 | GST-Bcl-xL / FITC-Bim BH3 peptide fluorescence polarization | inhibition, % at 10.9 µM | actives 0.7% (n = 320,000) | AID 2129;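 active = inhibition above the mean of all tested compounds plus 3 SD, cutoff set per campaign, cut at about 30% in these data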;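 note: 0% = DMSO wells and 100% = unlabeled Bim-BH3 peptide competitor; inhibitors lower millipolarization by displacing the labeled peptide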
Target sequence (Q07817 whole entry, looked up): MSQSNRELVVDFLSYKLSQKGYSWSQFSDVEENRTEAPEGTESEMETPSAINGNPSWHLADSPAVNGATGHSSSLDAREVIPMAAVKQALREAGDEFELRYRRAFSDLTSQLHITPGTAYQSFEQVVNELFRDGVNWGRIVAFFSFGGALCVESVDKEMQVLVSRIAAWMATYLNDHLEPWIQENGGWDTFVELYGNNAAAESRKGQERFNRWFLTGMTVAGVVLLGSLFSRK
GLD-1 TGE inh: GLD-1-TGE RNA interaction inhibition (C. elegans); Q17339; purified GLD-1 + fluorescein TGE RNA, fluorescence polarization; inhibition, % at 5.96 µM; actives 0.44% (n = 320,000);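 active = percent inhibition above a per-plate cutoff, the plate mean of test compounds plus 3 SD, cut at about 30% in these data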;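 note: 0% = DMSO wells with GLD-1 and probe and 100% = wells lacking GLD-1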
MCL1-BIM inh: inhibitors of human MCL1 binding to BIM-BH3 peptide | GST-MCL1 / FITC-Bim-BH3 fluorescence polarization | AID 2057 | actives 0.68% (n = 320,000) | inhibition, % at 10.9 µM | Q07820;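 active = inhibition above the mean inhibition of all tested compounds plus 3 SD, set per campaign, cut at about 40% in these data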;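 note: 0% = DMSO wells and 100% = unlabeled Bim-BH3 peptide control; higher means more loss of mP so more displacement of Bim peptide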
Target sequence (Q07820 whole entry, looked up): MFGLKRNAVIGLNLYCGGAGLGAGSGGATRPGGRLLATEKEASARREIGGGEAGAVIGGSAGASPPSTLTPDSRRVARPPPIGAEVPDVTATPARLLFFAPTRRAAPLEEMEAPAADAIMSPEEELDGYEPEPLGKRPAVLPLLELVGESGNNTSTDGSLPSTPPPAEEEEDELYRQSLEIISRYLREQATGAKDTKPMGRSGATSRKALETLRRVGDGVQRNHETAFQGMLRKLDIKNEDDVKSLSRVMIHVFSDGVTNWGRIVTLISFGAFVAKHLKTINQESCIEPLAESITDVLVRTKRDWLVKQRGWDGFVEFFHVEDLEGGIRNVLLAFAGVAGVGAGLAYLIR
* hit, by the source's call; ? = inconclusive; / = no result given.

SMILES	AGP1 TOR yeast	CIT2 TOR yeast	Fam108B inh	GRK2 inh	MEX-5 binding	VLA-4 inh	BCLXL inh	GLD-1 TGE inh	MCL1-BIM inh
Cc1ccc2cc(CCNC(=O)c3ccco3)c(=O)[nH]c2c1	84.8	81.2	0.5	4.0	3.3	4.0	6.9	1.6	4.6
Cc1nnc(SCC(=O)Nc2ccc3c(c2)OCCO3)s1	95.5	97.5	-2.4	1.0	0.0	-4.5	3.4	-1.1	6.8
CCCc1ccc2oc(C(=O)N3CCC(COC)C3)c(C)c2c1 (centres undefined)	91.5	89.0	4.6	9.0	-1.7	-4.5	4.2	-4.4	1.1
O=C(Nc1ccccc1)Nc1ccc(Oc2cccnc2)nc1	108.8	93.9	-0.3	1.0	1.1	28.2	0.1	-2.6	-5.1
COC(=O)c1sccc1NC(=O)c1c(C)noc1C	96.5	97.7	-0.3	3.0	-1.1	5.5	5.1	3.5	6.3
O=C(CN1CCCCCC1)Nc1ccc(Oc2ccccc2)cc1	96.9	90.0	5.9	0.0	1.3	17.1	4.7	2.9	5.8
CCc1ccc(C2CC(=O)Nc3c2c(=O)nc2c(C)cccn32)cc1 (centres undefined)	109.9	106.2	1.2	1.0	1.3	10.6	4.0	-1.3	3.2
CCCCCNCc1cccn1C	104.9	102.2	3.8	2.0	-2.1	15.4	3.2	0.6	1.7
COc1ccc(S(=O)(=O)N2CCCCC2)cc1NC(=O)c1cc(C)on1	104.7	115.6	1.4	0.0	1.7	1.0	0.2	2.7	-5.1
Cc1c(C(=O)Nc2ccccn2)oc2ccc(Br)cc12	101.2	105.1	-1.1	0.0	1.9	-0.4	0.8	6.2	1.3
O=C(NCc1ccccc1)C1CCCN(S(=O)(=O)c2cccs2)C1 (centres undefined)	93.6	89.7	-2.7	1.0	1.1	4.8	-3.5	0.7	-5.7
COc1ccccc1C/C(N)=N/OC(=O)c1ccc2c(c1)OCO2	79.4	92.8	-0.5	1.0	2.2	1.2	-2.6	-1.1	-1.7
COCCn1nnnc1C(c1cccs1)N1CCN(c2cc(C)ccc2C)CC1 (centres undefined)	88.1	87.9	0.7	0.0	-1.5	15.1	2.9	4.7	3.2
Cc1ccc(C)c(OCCCC(=O)Nc2nccs2)c1	86.0	87.9	-2.1	0.0	-1.5	-0.4	2.5	0.0	3.2
COc1ccccc1N1CCN(CC(O)COCCOc2ccc(Br)cc2)CC1 (centres undefined)	95.6	97.6	0.3	10.0	0.0	4.5	-1.7	6.5	-2.8
O=C(COC(=O)C1(c2ccccc2)CC1)NNC(=O)c1ccccc1	100.0	92.1	-1.8	1.0	2.8	3.4	0.2	-0.8	-0.5
CCOC(=O)N1CCN(C(=O)CS(=O)Cc2nc(-c3ccc(C)cc3)oc2C)CC1 (centres undefined)	102.4	97.2	3.4	2.0	-0.9	-18.3	-1.4	1.6	6.8
O=S(=O)(c1ccc(Oc2ccc(-c3nnco3)cc2)nc1)N1CCC(Cc2ccccc2)CC1	?	?	2.4	0.0	-0.3	5.8	-0.4	1.1	-5.1
CC(C)CN(CC(C)C)S(=O)(=O)N1CCC(C(=O)NC2CCCCCCC2)CC1	72.1	57.5	-5.5	0.0	1.3	-6.7	3.9	1.0	-0.1
COc1ccc(N=Cc2c(O)n(-c3cccc(C)n3)c(=O)c3ccccc23)cc1	107.0	107.0	-3.0	0.0	?	4.1	3.7	-10.0	2.5
COCCNC(=O)Cn1c(=O)n(CCCCCC(=O)Nc2ccccc2)c(=O)c2sccc21	98.8	99.7	-0.3	/	2.8	3.2	0.3	19.2	0.9
Cc1ccc(NC(=O)Nc2cccnc2)cc1NC(=O)Nc1cccnc1	102.2	97.8	-11.8	0.0	-1.4	12.1	-3.5	0.3	-11.8
O=C(CSc1nc2ccccc2s1)NC1CCCC1	109.3	103.5	-1.4	2.0	1.0	-1.3	5.7	2.9	10.9
O=C(NCC12CC3CC(CC(C3)C1)C2)c1nc2ncccn2n1	103.6	86.6	-4.8	1.0	1.1	12.0	4.0	1.7	3.5
CCc1c(C)sc(NC(=S)NC(C)C2CCCO2)c1C(=O)OC (centres undefined)	91.8	92.5	3.7	3.0	-0.3	-2.8	1.5	5.1	-4.9
CCCCOc1ccc(C(C)NC(=O)CCS(=O)(=O)Cc2ccccc2F)cc1 (centres undefined)	109.2	106.9	-1.8	2.0	0.1	7.0	2.2	-1.1	0.8
O=C(CSc1ccc(-c2ccccn2)nn1)N1CCc2ccccc21	106.5	97.8	4.1	6.0	-1.9	2.5	1.4	-1.2	4.7
Cc1cccc2sc(NNC(=O)C3=COCCO3)nc12	105.3	97.5	0.0	0.0	-1.3	33.1	-2.1	2.1	-3.9
CN(Cc1ccccc1)C(=O)CSc1nnc(-c2ccco2)n1-c1ccccc1	104.8	104.1	-0.3	1.0	2.6	-9.4	-7.2	-3.9	4.7
CC1CCC(C(C)C)C(=O)/C1=C/c1ccc(N)cc1 (centres undefined)	97.0	101.3	2.2	3.0	4.3	-0.8	0.4	-6.8	1.6
COc1ccccc1C(=O)N1CCN(c2ccc(N3CCOCC3)nn2)CC1	105.7	96.2	2.8	0.0	0.2	5.1	2.8	3.5	2.8
CC(=O)N1c2ccc(S(=O)(=O)N3CCC(C(=O)NC4CCCCC4C)CC3)cc2CC1C (centres undefined)	108.5	104.5	0.2	2.0	0.7	-0.6	3.8	-0.4	2.0
O=C(CSc1nnc(COc2ccccc2Cl)o1)NC(=O)NC1CCCC1	98.9	101.2	-1.5	4.0	2.1	-2.0	-3.8	13.2	-3.3
CC(=O)Nc1ccc(C(=O)OCC(=O)N2CC3(C)CC2CC(C)(C)C3)cc1 (centres undefined)	100.0	101.3	/	0.0	/	16.2	/	4.6	/
CCOC(=O)c1cnn(CCOC(=O)c2ccc(OC)cc2)c1NC(=O)c1ccc(OC)cc1	83.7	80.0	0.0	0.0	-0.9	7.2	-1.8	-0.1	-5.4
COc1ccc(N(CC(=O)N/N=C(\C)c2ccc(OC)c(OC)c2)S(=O)(=O)c2ccccc2)cc1	96.9	96.8	0.3	2.0	-0.2	-2.4	4.2	-1.5	11.8

Only CIT2 TOR yeast and MEX-5 binding, for some of the entries so far:
| SMILES | CIT2 TOR yeast | MEX-5 binding |
| --- | --- | --- |
| CCCCOc1ccc(C(C)NC(=O)CCS(=O)(=O)Cc2ccccc2F)cc1 (centres undefined) | 106.9 | 0.1 |
| O=C(CSc1ccc(-c2ccccn2)nn1)N1CCc2ccccc21 | 97.8 | -1.9 |

The list continues:
SMILES	AGP1 TOR yeast	CIT2 TOR yeast	Fam108B inh	GRK2 inh	MEX-5 binding	VLA-4 inh	BCLXL inh	GLD-1 TGE inh	MCL1-BIM inh
O=C(Nc1cc(S(=O)(=O)N2CCCCC2)ccc1N1CCOCC1)c1cc(=O)[nH]c2ccccc12	100.4	98.4	0.6	1.0	-0.8	10.5	-10.3	-1.7	-6.2
CC(=O)Nc1ncc(Cc2cccc(Cl)c2)s1	103.2	103.2	1.3	1.0	-1.0	9.6	0.9	3.9	8.7
COc1ccccc1OCc1nnc(SCCN2CCOCC2)o1	96.8	90.9	-2.1	0.0	-3.5	-7.9	5.7	7.8	9.7
O=C(/C=C/c1ccccc1)Nc1nnc(-c2ccco2)o1	60.3	86.4	1.5	1.0	-0.7	13.3	1.5	11.4	7.0
COc1ccc(C(=O)NNC(=O)COc2ccc(Cl)cc2C)cc1S(=O)(=O)N1CCOCC1	90.5	91.4	0.0	2.0	0.7	3.1	6.2	4.0	-3.5
O=C(OC(C(=O)NCc1cccs1)c1ccc(F)cc1)c1ccco1 (centres undefined)	99.4	99.8	-0.6	3.0	-2.0	-1.2	2.2	3.0	-0.6
Cc1ccc(NC(=O)c2ccc3c(c2)C(=O)N(c2ccccc2C)C3=O)nc1	102.3	96.7	/	0.0	/	-1.2	2.4	3.8	-7.3
COc1cccc(N2C(=O)CN(Cc3ccc(OC)c(OC)c3)C2=S)c1	99.4	98.7	1.4	0.0	-0.8	3.6	-3.6	3.8	-7.1
CC(C)Oc1cccc(C(=O)Nc2ccc(N3CCN(S(C)(=O)=O)CC3)cc2)c1	105.4	99.9	-5.9	12.0	-0.4	42.8	2.5	1.2	3.5
N/C(=N\OC(=O)/C=C/c1ccccc1)c1ccc(Cl)cc1	99.7	92.7	-0.5	0.0	1.5	0.2	2.0	-1.8	0.8
CCOc1ccccc1CNC(=O)c1c([N+](=O)[O-])c(C)nn1C	111.8	106.5	-0.4	0.0	0.8	-5.5	-5.4	-1.8	-8.1
Cc1ccc2nc(N(CCCN(C)C)C(=O)c3ccc(S(=O)(=O)N4CCc5ccccc5C4)cc3)sc2c1	111.0	101.3	-2.1	40.0	0.7	-10.6	1.0	2.0	9.3
COc1ccc(N2CCN(C(=S)Nc3ccc(C)cc3)CC2)cc1	94.3	90.7	2.9	1.0	2.0	9.5	8.3	-2.2	8.3
Cn1c(=O)c2c(nc(CN3CCCCC3)n2CCCc2ccccc2)n(C)c1=O	97.7	91.0	0.2	3.0	1.6	-2.2	3.5	5.8	4.6
Cc1c(NC(=S)NC(=O)c2cccc(Br)c2)c(=O)n(-c2ccccc2)n1C	94.4	94.7	3.1	0.0	-3.0	9.7	4.5	1.4	17.6
COC(=O)c1sc(NC(=O)COc2ccc(OC)cc2)nc1C	99.7	106.2	1.8	0.0	0.3	4.8	-2.8	3.0	1.5
Nc1nonc1NC(=O)CSc1ncccc1C(=O)O	108.2	103.5	1.7	0.0	-2.9	-16.5	4.5	-5.9	7.2
CC(C)[N+](C)(C)CC(O)CN(c1ccccc1)c1ccccc1 (centres undefined)	100.3	102.8	-4.1	0.0	-1.6	8.2	-32.5	1.9	-37.1
CCOC(=O)CCCNC(=O)CN1CCC(c2nc3ccccc3s2)CC1	105.7	108.2	-0.4	0.0	0.8	-6.3	-0.7	-0.1	-23.0
O=C(O)CCCN1C(=O)c2ccc(C(=O)c3cccc([N+](=O)[O-])c3)cc2C1=O	111.3	106.5	3.4	2.0	-5.3	4.3	5.3	6.5	5.4
NC(N)=N/N=C/c1ccc(OS(=O)(=O)c2ccccc2)cc1	107.0	98.0	1.1	0.0	2.3	-6.2	-1.6	-0.3	2.5
Cc1ccc(CN2CCN(Cc3nc4ccccc4nc3C)CC2CCO)cc1 (centres undefined)	99.7	76.5	3.2	1.0	0.0	-0.8	5.8	-1.0	9.1
Clc1ccc(-c2nnc3sc(Cc4cccs4)nn23)cc1	/	108.3	-3.0	2.0	-2.6	1.5	1.9	-10.0	-0.8
COc1ccc(/C=N/NC(=O)c2cccc([N+](=O)[O-])c2)cc1OC(=O)c1ccc(C)cc1	105.3	100.5	-13.2	3.0	-2.9	29.4	4.5	-7.1	5.2
O=[N+]([O-])c1nn(-c2ccc3c(c2)OCCO3)n(O)c1=NC1CCCCC1	90.0	89.9	3.4	0.0	-0.9	19.4	2.9	12.8	4.9
CCCCCC(=O)Nc1ccc2oc(-c3cncc(Br)c3)nc2c1	93.5	100.1	1.6	0.0	2.2	18.8	-0.8	-3.5	3.2
C=CCn1c(COc2ccccc2)nnc1SCC(=O)C(C)(C)C	105.9	101.7	-5.2	0.0	-1.3	17.7	-3.2	1.8	-4.5
COc1ccc([C@H]2CC(=O)C=C(c3cc(F)ccc3OC)C2)cc1	93.6	94.1	/	0.0	/	11.9	1.9	6.1	4.0
O=C(NCc1ccco1)C1Cc2ccccc2CN1C(=O)c1ccco1 (centres undefined)	99.0	/	-3.7	0.0	1.2	-8.8	0.7	-9.5	-5.1
